Bioassay records deposited in PubChem by National Center for Advancing Translational Sciences (NCATS).
UDG counterscr: counter-screen for AID inhibitors: uracil-DNA glycosylase inhibition | FRET deamination/UDG coupled assay, UDG read, 4 h | Potency, µM (doses to about 115 µM), for inactives: at the highest dose activity change, negative = inhibition, actives largely listed as inhibitors | actives 0.14% (n = 91,000); further: nearly all actives have a fitted effect of over 65% in size
AID inh: activation induced cytidine deaminase inhibition. Potency, µM (series often up to 115 µM), without a hit: at the highest dose activity change, negative = inhibition, hits mostly inhibitors. Q9GZX7. AID deamination FRET fluorescence, UDG-coupled, 4 h. AID 1347428. actives 0.32% (n = 91,000); further: nearly all actives have a fitted effect of over 25% in size
Target sequence (Q9GZX7 whole entry, looked up): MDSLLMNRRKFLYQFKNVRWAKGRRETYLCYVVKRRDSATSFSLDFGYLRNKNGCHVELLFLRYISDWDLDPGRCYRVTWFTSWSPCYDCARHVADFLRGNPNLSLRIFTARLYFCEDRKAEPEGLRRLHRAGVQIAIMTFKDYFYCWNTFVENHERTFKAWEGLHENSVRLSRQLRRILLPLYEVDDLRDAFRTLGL
An asterisk follows results filed as active; ? = inconclusive; & = joins results of further samples; [ ] = another dose, or the depositor's remark. The call rests on the fitted dose curve; in most records, active means well fitted curve in the direction sought with a large enough effect; inconclusive means small, poorly fitted or top-dose-only effect, or another doubt; inactive means no such curve, though single readings can be large; an effect the other way counts as inactive or inconclusive. On the % scale 0 is the no-effect control and ±100 the full control effect; potency means the concentration at half of the fitted maximal effect.

SMILES	UDG counterscr	AID inh
COc1cc(OC)cc(C(=O)/C(=C/c2cccs2)c2nc3ccccc3o2)c1	-1%	-13%
O=C(NCc1cccnc1)c1ccc2nc(-c3ccccc3)c(-c3ccccc3)nc2c1	0%	-12%
COc1ccc(-n2ncc(C(=O)N3CCN(C(=O)c4ccco4)CC3)c2C2CCN(C(=O)OC(C)(C)C)CC2)cc1	-4%	-3%
COc1ccc(Cl)cc1NC(=O)Cn1c(=O)c2ccccc2n2nncc12	1%	23%
Clc1ccc(-c2nc(-c3ccc(Br)o3)no2)cc1	3%	-7%
Cc1oc(-c2ccccc2F)nc1Cn1c(SCc2cccc(C(F)(F)F)c2)nc2ccncc21	10%	16%
CCc1ccc2[nH]c(C)c(CN3CCCC(C)C3)c(=O)c2c1 (configuration not stated)	0%	5%
Cc1cc(Br)ccc1NC(=O)C(Cc1ccccc1)NS(=O)(=O)c1ccc(Br)s1 (configuration not stated)	-1%	5%
COc1cccc(CNC(=O)Cc2csc3nc(-c4ccccc4)cn23)c1	5%	-4%
COc1ccc(Cl)cc1NC(=O)c1ccc2c(c1)CCN2S(C)(=O)=O	-15%	-6%
Cc1nc2scc(C)n2c(=O)c1S(=O)(=O)NCCc1ccccc1	0%	-1%
COCCn1c(Cc2ccc(OC)c(OC)c2)n[nH]c1=S	-6%	-2%
CCOc1ccc(CN2C(=O)c3ccccc3Sc3ccc(C(=O)NCc4ccc(C)cc4)cc32)cc1	-13%	-14%
COc1ccc(C(=O)OCc2ccc(Cl)c(Cl)c2)c(OC)c1OC	2%	-19%
COCCCNC(=O)Cn1cnc2c1c(=O)n(C)c(=O)n2C	0%	7%
COC(=O)c1cccc(NC(=O)c2ccc(N3CCCCS3(=O)=O)cc2Cl)c1	-3%	-2%
CCCCOc1cccc(C(=O)Nc2ccc3oc(-c4cccnc4)nc3c2)c1	?	-12%&50%
CCN1CCC(N(Cc2ccc(F)cc2)C(=O)Nc2cccc(C(F)(F)F)c2)CC1	-18%	5%
Cc1cccc(C(=O)N2CCN(c3ccc([N+](=O)[O-])c(-n4nc(C)c5ccccc5c4=O)c3)CC2)c1	-5%	-12%
C/C(=N/NC(=O)c1ccccc1[N+](=O)[O-])c1cccc(NC(=O)C2CCCCC2)c1	-9%	-5%
CC1CCCCC1NC(=O)c1ccc2c(c1)CCC2 (configuration not stated)	-1%	-8%
Cc1ccc(Cn2c(=O)c3ccccc3n3c(-c4ccccc4)nnc23)cc1	-1%	-1%
COc1cccc(-c2nnc3n(Cc4ccccc4Cl)c(=O)c4ccccc4n23)c1O	-6%	-7%
COc1ccc(C(=O)Nc2ccc3oc(=O)ccc3c2)cc1OC	13%	3%
CCOc1ccc(-c2nn(-c3ccccc3)cc2C2NC(=O)NC(C)=C2C(=O)OC(C)C)cc1 (configuration not stated)	?	45µM*
CC(NC(=O)Cc1cccs1)C12CC3CC(CC(C3)C1)C2 (configuration not stated)	-3%	12%
Cc1ccc(Cn2cc(C(=O)c3ccc4c(c3)OCO4)c(=O)c3cc(C)ccc32)cc1	-9%	?
Cn1c(=O)c2c(-c3ccc(Cl)cc3)n(Cc3ccccc3)cc2n(C)c1=O	17%	23%
CCCCOC(=O)CNc1nc(-c2ccccc2)c2cc(C)ccc2n1	-1%	1%
Cc1ccccc1S(=O)(=O)Cc1ccc(C(=O)NCc2ccccc2Cl)o1	15%	-3%

Entries shown so far that contain a nitro group on carbon, in the order listed:
SMILES	UDG counterscr	AID inh
Cc1cccc(C(=O)N2CCN(c3ccc([N+](=O)[O-])c(-n4nc(C)c5ccccc5c4=O)c3)CC2)c1	-5%	-12%
C/C(=N/NC(=O)c1ccccc1[N+](=O)[O-])c1cccc(NC(=O)C2CCCCC2)c1	-9%	-5%

Next records follow:
SMILES	UDG counterscr	AID inh
O=C(c1ccc2c(c1)N(Cc1ccc(Cl)cc1)C(=O)c1ccccc1S2=O)N1CCCCC1 (configuration not stated)	-5%	?
CCOCCc1nn2c(=O)cc(COC(=O)c3ccccc3NC(=O)CC(C)C)nc2s1	25%	-5%
CCOC(=O)C(C)Oc1ccc2cc(-c3ccc(Cl)cc3)c(=O)oc2c1 (configuration not stated)	0%	-2%
CC(Oc1ccc(C(=O)c2ccccc2)cc1)C(=O)N1CCc2ccccc21 (configuration not stated)	79µM*	-19%
Cc1c2cnn(CC(=O)NCc3ccccc3)c(=O)c2c(C)n1Cc1cccc(Cl)c1	25%	2%
CN(C)c1ccc(C2CC(c3ccccc3)=CC(O)(c3ccccc3)C2C(=O)c2ccccc2)cc1 (configuration not stated)	4%	0%
Cc1ccc(N(C)S(=O)(=O)c2nnc(NC(=O)CC(C)C)s2)cc1	5%[57.5 µM]	7%
COc1cccc(NC(=O)CCCn2c(=O)c3cccn3c3cccnc32)c1	0%	-11%
CCOC(=O)[C@H](CCc1ccccc1)N[C@@H](C)C(=O)N1[C@H](C(=O)O)C[C@H]2CCCC[C@@H]21	4%	0%
CC(=O)N1CCCc2cc(S(=O)(=O)N3CCC(C(=O)Nc4cccc(Cl)c4C)CC3)ccc21	18%	-1%
O=C(CC12CC3CC(CC(Br)(C3)C1)C2)NC1CCCC(C(F)(F)F)C1 (configuration not stated)	1%	-1%
COc1ccc(OC)c(NC(=O)Cc2c(C(=O)O)n(C)c3ccc(C)cc23)c1	5%	-3%
COCCN(CCOC)C(=O)COC(=O)c1ccc(C#N)cc1	4%	1%
CCOC(=O)c1c(C)c(-c2ccccc2)n(CC(=O)NC2CCCCCC2)c1C	-3%	35%
CCCCCCNC(=O)C(C#N)c1nc2ccccc2nc1N1CCN(c2ccc(F)cc2)CC1 (configuration not stated)	-7%	-7%

An excerpt of these results, field by field.
compound: CC(Oc1ccc(C(=O)c2ccccc2)cc1)C(=O)N1CCc2ccccc21 (configuration not stated)
  UDG counterscr: 79µM*
  AID inh: -19%

compound: CC(=O)N1CCCc2cc(S(=O)(=O)N3CCC(C(=O)Nc4cccc(Cl)c4C)CC3)ccc21
  UDG counterscr: 18%
  AID inh: -1%

compound: CCOC(=O)C(C)Oc1ccc2cc(-c3ccc(Cl)cc3)c(=O)oc2c1 (configuration not stated)
  UDG counterscr: 0%
  AID inh: -2%

compound: COc1cccc(NC(=O)CCCn2c(=O)c3cccn3c3cccnc32)c1
  UDG counterscr: 0%
  AID inh: -11%

The list continues:
SMILES	UDG counterscr	AID inh
CC(NC(=O)CSc1nc2ccccc2o1)c1ccccc1 (configuration not stated)	-6%	-13%
COc1ccc(-c2c3c(=O)n(C)c(=O)n(C)c3c3n2-c2ccccc2NC3c2ccc(O)cc2O)cc1 (configuration not stated)	9%	-18%
Cc1cc2c(cc1NS(=O)(=O)c1ccc(Br)cc1)n(C)c(=O)c(=O)n2C	4%	-5%
CS(=O)(=O)c1cccc(-c2nnc(NC(=O)c3ccc4c(c3)OCCO4)o2)c1	-4%	1%
Fc1ccc([C@@H]2Nc3ccccc3[C@@H]3C=CC[C@@H]32)cc1	-1%	153%[activator]
O=C1CN(C(=O)COc2ccccc2)C(c2ccc(F)cc2)c2cc(Br)ccc2N1 (configuration not stated)	-5%	-10%
O=C(c1cc(=O)c2ccccc2o1)N1CCCC1Cc1ccccc1 (configuration not stated)	-1%	-5%
Cc1ccc(C)c(Nc2nn3c(=O)c4cc5c(cc4nc3s2)OCO5)c1	?	118%[activator]
Cn1c(SCC(=O)N2CCOCC2)ncc(C(=O)Nc2ccccc2)c1=O	4%	4%
Cc1ccc(N(C)S(=O)(=O)c2ccc3c(c2)C(C)(C)C(=O)N3C)cc1C	-4%	?
O=C(NC(c1ccccc1)c1ccc(Cl)cc1)c1ccc[n+]([O-])c1 (configuration not stated)	-4%	-3%
CCOC(=O)C1CCCN(C(=O)Cn2ncc3c4ccccc4n(Cc4ccc(F)cc4)c3c2=O)C1 (configuration not stated)	9%	-7%
O=S(=O)(Nc1cc(F)ccc1F)c1ccc2[nH]c3c(c2c1)CCCCC3	-3%	12%
O=C(Nc1ccccc1[N+](=O)[O-])c1csnn1	-8%	3%
COc1ccccc1NC(=O)c1ccc(N2CCCN(Cc3ccccc3C)C2=O)cc1	-5%	?

Shown bar-delimited: part of the list above.
SMILES | UDG counterscr | AID inh
CS(=O)(=O)c1cccc(-c2nnc(NC(=O)c3ccc4c(c3)OCCO4)o2)c1 | -4% | 1%
Fc1ccc([C@@H]2Nc3ccccc3[C@@H]3C=CC[C@@H]32)cc1 | -1% | 153%[activator]
O=C1CN(C(=O)COc2ccccc2)C(c2ccc(F)cc2)c2cc(Br)ccc2N1 (configuration not stated) | -5% | -10%
O=C(c1cc(=O)c2ccccc2o1)N1CCCC1Cc1ccccc1 (configuration not stated) | -1% | -5%
Cc1ccc(C)c(Nc2nn3c(=O)c4cc5c(cc4nc3s2)OCO5)c1 | ? | 118%[activator]
Cn1c(SCC(=O)N2CCOCC2)ncc(C(=O)Nc2ccccc2)c1=O | 4% | 4%

The listing continues:
SMILES	UDG counterscr	AID inh
CCc1ccccc1-n1nnc(-c2nsc(NC(=O)c3ccc(C)c(C)c3)n2)c1C	0%	2%
Cc1ccc(Cl)cc1NC(=O)CSc1nc2c(c(=O)[nH]1)CN(Cc1ccccc1)CC2	7%	-10%
Cn1nc(-c2ccc(OCC(=O)Nc3ccccc3)cc2)c2ccccc2c1=O	-3%	-23%
COc1cc(OC)cc(C(=O)NC(C)(C)CC(C)(C)C)c1	-3%	-14%
CCOc1ccc2ccccc2c1CNCC(O)c1ccccc1 (configuration not stated)	5%	-7%
Cc1cc(C)n(CCc2nc3c4ccccc4nc(N4CCN(c5cccc(C)c5C)CC4)n3n2)n1	?	-4%
COc1ccc(OC)c(-n2cnc3cc(C(=O)NCCc4ccccc4)ccc32)c1	1%	11%
N#CC(C(=O)c1ccc(SC(F)F)cc1)c1ccccn1 (configuration not stated)	-3%	7%
O=C(CCc1c[nH]c2ccccc12)N1CCCCCCC1	-4%	-5%
COc1ccccc1C1CC(c2ccccc2)=NN1C(=O)c1ccccc1 (configuration not stated)	-4%	-21%
O=C(Cn1c(-c2cccs2)cc2cc(F)ccc21)NCCc1ccc(Cl)cc1	-3%	0%
COc1ccc2c(CNCc3ccco3)c(C(=O)O)n(Cc3ccccc3)c2c1	-6%	11%
COc1cccc(N2CCN(C(=O)c3nc(-c4ccc(Cl)cc4)n4c3CCCCC4)CC2)c1	-6%[57.5 µM]	?
CCOC(=O)c1c(NC(=O)COc2ccc(F)cc2)sc2c1CCC(C)C2 (configuration not stated)	-3%[57.5 µM]	-8%[57.5 µM]
COC(=O)CNc1ccccc1C(=O)NCC(F)(F)F	10%	4%
CC(C)NCc1ccc(C(=O)O)cc1	-5%	9%
CCOc1ccccc1C1CC(=O)NC(C)=C1C(=O)OCc1ccc(C)cc1 (configuration not stated)	-10%	?
COc1ccc(-c2coc3cc(OCC(=O)NC(C)c4ccccc4)ccc3c2=O)cc1OC (configuration not stated)	-3%	-10%
CC1=C(c2ccc(C)c(C)c2)S(=O)(=O)N(Cc2ccc(C(=O)NC(C)c3ccccc3)cc2)C1=O (configuration not stated)	16%	19%
O=C1CC(=O)CC(c2ccc(F)cc2)C1	-6%	2%
CC(=O)N1CCCc2cc(S(=O)(=O)N3CCCC(C(=O)Nc4cc(Cl)ccc4C)C3)ccc21 (configuration not stated)	11%	-8%
O=C1CSc2ccc(C(=O)Nc3ccccc3)cc2N1	4%	4%
CCCS(=O)(=O)N1CC(=O)N(c2cccc(Cl)c2)C(C)(C(=O)NC2CCCCC2)C1 (configuration not stated)	4%	3%
COC(=O)c1cc2n(n1)CC(C)(C(=O)NC1CCC(C)CC1)N(CCc1cccs1)C2=O (configuration not stated)	17%	-9%
Cc1[nH]c2ccccc2c1C(=O)C(C)Sc1nnc(C2CC2)o1 (configuration not stated)	-7%	-10%
CCCN(Cc1ccccc1)C(=O)c1ccc(CNC(N)=O)cc1	-1%	-8%
Cc1ccc(S(=O)(=O)c2cn(Cc3ccc(F)cc3)c3cc(F)c(F)cc3c2=O)cc1	-13%	3%
CCCNC(=O)C1Cc2cc(S(=O)(=O)N3CCCCCC3)ccc2N1C(C)=O (configuration not stated)	1%	0%
CN(C)S(=O)(=O)c1ccc2c(c1)nnn2CCNC(=O)Nc1ccc(Cl)cc1	-19%	-18%
O=C(CC1CC2CCC1C2)NCc1cccnc1 (configuration not stated)	5%	3%

Looked up above.
UDG counterscr with COC(=O)c1cc2n(n1)CC(C)(C(=O)NC1CCC(C)CC1)N(CCc1cccs1)C2=O (configuration not stated) stands at 17%
AID inh with CCCN(Cc1ccccc1)C(=O)c1ccc(CNC(N)=O)cc1 stands at -8%

Further results follow:
SMILES	UDG counterscr	AID inh
COc1cccc(NC(=O)CSC2=Nc3ccccc3C3=NC(CC(=O)NCCc4ccccc4)C(=O)N23)c1 (configuration not stated)	-6%	?
C/C(=N\NC(=S)Nc1ccc(C)cc1)c1ccc([N+](=O)[O-])cc1	-5%	1%
Cc1ccc(CN(C(=O)c2ccccc2Br)C2CCS(=O)(=O)C2)o1 (configuration not stated)	-1%	0%
Cc1nc(CN2CCN(C(=O)NCc3ccccn3)CC2)cs1	4%	1%
CC(O)CNc1nc(-c2cccnc2)nc2ccccc12 (configuration not stated)	6%	-1%
Cc1ccsc1C(=O)N(CC#N)C1CC1	22%	7%

This is a subset; the hit share may differ from the screen's.
